A549 viability = counter-screen for Nrf2 inhibitors: cytotoxicity in A549 cells; A549 ARE-Fluc cells, CellTiter-Fluor viability, 18-24 h; Potency, µM (titrated, usually from 46 µM), without a hit: at the top dose activity change, negative = cytotoxicity, usual class: inhibitors; 0.16% of 390,000 active; note: % is set by controls: 0 for no effect and ±100 for the full control effect
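A549 ARE_Fluc cells in 5% FBS OPTI-MEM were exposed to compounds in concentration-response for 18-24 h at 37 deg C. Viability was read by CellTiter-Fluor fluorescence (Ex 405/Em 525) after 30 min, before the luciferase read.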
Nrf2 inh = blocks Nrf2 signaling | A549 ARE-Fluc reporter, luciferase luminescence, 18-24 h | Potency, µM (top dose mostly 46 µM), for the others: at the highest dose activity change, negative = inhibition, hits mostly inhibitors | 2.1% of 360,000 active | AID 504444; note: % is set by controls: 0 for no effect and ±100 for the full control effect; nearly all actives have a fitted effect of over 60% in size
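Nrf2 activity is the BugLite luminescence, read 15 min after reagent at room temperature, following CellTiter-Fluor cytotoxicity readout (30 min, 37C). Compound titrations were applied for 18-24 h to 5000 A549 ARE_Fluc cells/well in 5% FBS OPTI-MEM.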
MCF10A rereplic = inducers of DNA re-replication in MCF 10A breast cells | Potency, µM (titrated, usually from 46.1 µM), inactives show top-dose activity, positive = re-replication, most hits filed as activators | AID 624296 | 2.9% of 350,000 active | MCF 10A DNA re-replication, Hoechst nuclear intensity, 48 h; note: % of control where 0% means no effect; nearly all actives have a fitted effect of over 50% in size
HepG2 tox = kills HepG2 cells in TGF-b inhibitor counter-screen. Potency, µM (highest dose often 46.1 µM), without a hit: at the highest dose activity change, negative = cytotoxicity, usual class: cytotoxic. AID 588856. 0.76% of 410,000 active. HepG2 CAGA-GFP viability, ATP luminescence, 18 h; note: some results filed as inactive show a strong effect at the top dose
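CellTiter-Glo luminescence gave cytotoxicity after 18 hours at 37 degrees C. The cells were HepG2 CAGA-GFP in 1% FBS DMEM, stimulated with 500 pg/mL TGF-beta after compound addition. %Activity was normalised to no-cell wells (complete cell-killing) and DMSO (no toxicity), and curves were fitted and classified.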
TGFb inhibitor = inhibitors of TGF-b signaling | HepG2 CAGA-GFP TGF-b/SMAD3 reporter, GFP fluorescence, 18 h; TGF-beta stimulated, 500 pg/mL final | Potency, µM (titrated, usually from 46.1 µM), inactives show at the highest dose activity, negative = inhibition, hits mostly inhibitors | 1.2% of 410,000 active | AID 588855; note: % is set by controls: 0 for no effect and ±100 for the full control effect; nearly all actives have a fitted effect of over 65% in size
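First, reporter cells (HEPG2 CAGA-GFP) rested 2 h at 37 degrees C. Next, compounds were pinned in and TGF-beta added to 500 pg/mL final. After 18 h, GFP was imaged per cell and summed per well.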
ATXN2 expr inh = ATXN2 expression inhibition; HEK-293 ATXN2-luciferase reporter, luminescence, 24 h; 0.72% of 360,000 active; Potency, µM (series often up to 57 µM), for inactives: at the highest dose activity change, negative = inhibition, usual class: inhibitors; note: % is set by controls: 0 for no effect and ±100 for the full control effect; nearly all actives have a fitted effect of over 55% in size
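qHTS (up to 57 uM final) was run with 24 h compound exposure of reporter cells at 37 °C. Each well was multiplexed: SteadyGlo luminescence measured ATXN2-luciferase expression after a fluorogenic Gly-Phe-AFC viability readout (25 uM final).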
Nrf2 ARE act = Nrf2 pathway activation; Potency, µM (doses to about 46.1 µM), inactives show at the highest dose activation, hits mostly activators; AREc32 ARE-luciferase reporter (MCF7-derived line), luminescence, 24 h; 0.31% of 410,000 active; AID 624171; note: % of control where 0% means no effect; nearly all actives have a fitted effect of over 65% in size
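Cells of the AREc32 ARE-luciferase line are plated in OPTI-MEM containing 5% FBS and left overnight at 37 deg C. Compounds are pinned in, incubation continues 24 hr, and firefly luciferase signal is then measured.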
ATXN viability = reduces viability in counter-screen for ATXN expression inhibitors. S2 cells (HEK-293 line with an ATXN2-luciferase reporter) viability, CellTiter-Fluor protease fluorescence, 24 h. Potency, µM (top dose mostly 56.7 µM), hits mostly cytotoxic. 0.49% of 400,000 active. AID 651635; note: nearly all actives have a fitted effect of over 40% in size
EPAC2 antag = EPAC2 (human) antagonism | EPAC2 GEF exchange of Rap1B-BODIPY-GDP, fluorescence | AID 720708 | Potency, µM (doses to about 114 µM), for the others: at the highest dose activity, negative = inhibition, most hits filed as inhibitors | 0.18% of 360,000 active; note: % is set by controls: 0 for no effect and ±100 for the full control effect; nearly all actives have a fitted effect of over 45% in size; many of its hits are not listed in these tables
Target sequence (Q8WZA2 whole entry, looked up): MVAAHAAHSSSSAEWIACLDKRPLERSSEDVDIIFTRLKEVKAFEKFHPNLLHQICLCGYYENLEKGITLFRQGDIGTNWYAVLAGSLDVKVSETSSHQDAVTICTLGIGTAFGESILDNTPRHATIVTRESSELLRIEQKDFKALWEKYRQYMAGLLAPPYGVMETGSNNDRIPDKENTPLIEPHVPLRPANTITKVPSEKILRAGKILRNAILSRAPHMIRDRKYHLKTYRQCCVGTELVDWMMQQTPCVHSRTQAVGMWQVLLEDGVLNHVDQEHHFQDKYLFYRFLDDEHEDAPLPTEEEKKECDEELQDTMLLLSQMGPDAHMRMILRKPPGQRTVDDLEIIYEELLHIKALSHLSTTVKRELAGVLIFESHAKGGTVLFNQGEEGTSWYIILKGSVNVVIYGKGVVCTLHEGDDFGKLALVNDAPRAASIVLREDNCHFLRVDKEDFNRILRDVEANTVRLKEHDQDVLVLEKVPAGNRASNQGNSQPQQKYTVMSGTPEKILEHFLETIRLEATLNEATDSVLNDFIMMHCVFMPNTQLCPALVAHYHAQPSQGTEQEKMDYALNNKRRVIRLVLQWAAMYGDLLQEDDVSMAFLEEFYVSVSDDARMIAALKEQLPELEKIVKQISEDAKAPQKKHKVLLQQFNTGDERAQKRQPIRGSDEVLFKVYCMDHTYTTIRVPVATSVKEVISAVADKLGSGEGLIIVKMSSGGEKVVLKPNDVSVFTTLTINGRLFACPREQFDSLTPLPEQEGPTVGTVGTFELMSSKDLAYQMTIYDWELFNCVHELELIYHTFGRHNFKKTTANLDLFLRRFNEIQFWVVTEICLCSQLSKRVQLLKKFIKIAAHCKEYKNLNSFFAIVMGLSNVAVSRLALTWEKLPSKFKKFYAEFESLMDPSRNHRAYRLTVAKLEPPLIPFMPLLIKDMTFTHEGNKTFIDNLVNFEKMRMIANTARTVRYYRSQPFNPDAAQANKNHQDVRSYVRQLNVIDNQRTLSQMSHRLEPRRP
* hit, by the source's call; i = inactive; ? = inconclusive; nt = not tested or not shown; & = joins results of further samples; [ ] = another dose, or the depositor's remark. Calls come from the whole dose curve; as a rule, active = well fitted curve in the direction sought with a large enough effect; inconclusive = small, poorly fitted or top-dose-only effect, or another doubt; inactive = no such curve, though single readings can be large; an effect the other way counts as inactive or inconclusive. Potency is the fitted concentration of half-maximal effect. The list is partial; count on the stated rates, not on these rows.

cpd	Compound	ATXN viability	Nrf2 ARE act	EPAC2 antag	ATXN2 expr inh	HepG2 tox	Nrf2 inh	A549 viability	MCF10A rereplic	TGFb inhibitor
1	COc1ccc(CCN2CCCC(CN(C)Cc3cc(Cl)c(O)c(OC)c3)C2)cc1 (stereo not drawn)	i	6.3%	16%	nt	-22%	-6%	12%	0%	-6%
2	COc1ccnc(CN(C)C(=O)C2CCC(=O)N(Cc3cccc(C(F)(F)F)c3)C2)c1 (stereo not drawn)	i	-0.5%	8%	1%	14%	15%	3%	0%	74%[activator]
3	COc1ccccc1NC(=O)/C=C\c1ccco1	i	?	2%	75%[activator]	-8%	?	9%	6%	-5%
4	C=CCN(c1ccccc1OC)S(=O)(=O)c1cccc(C(=O)NC2=NCCS2)c1	i	-0.2%	-9%	6%	-37%	?	-8%	15%	-3%
5	CC(=O)Nc1ccc(NCC(=O)c2ccccc2)cc1	i	-0.4%	2%	-7%	8%	10%	2%	-1%	5%
6	C=CCC1(O)C(=O)Nc2ccccc21 (stereo not drawn)	i	0.2%	2%	-2%	5%	14%	1%	0%	19%
7	CN(C)c1nc(N)nc(CSc2nnnn2C)n1	i	0.1%	-3%	-4%	-14%	nt	-3%	-3%	2%
8	Cc1cc(C)n(C(=O)c2cccc(S(=O)(=O)N3CCCCC3)c2)n1	i	-1.3%	-12%	nt	-16%	-10%	10%	5%	?

2 compounds from above, reduced to HepG2 tox.
# | compound | HepG2 tox
2 | COc1ccnc(CN(C)C(=O)C2CCC(=O)N(Cc3cccc(C(F)(F)F)c3)C2)c1 (stereo not drawn) | 14%
3 | COc1ccccc1NC(=O)/C=C\c1ccco1 | -8%

(listing goes on)
cpd	Compound	ATXN viability	Nrf2 ARE act	EPAC2 antag	ATXN2 expr inh	HepG2 tox	Nrf2 inh	A549 viability	MCF10A rereplic	TGFb inhibitor
9	Cc1ccc(-c2csc(N3CCN(CCCn4c(-c5ccncc5)nc5ccccc54)CC3)n2)cc1	nt	-0.3%	4%	22µM*	-27%	?	-7%	23µM*	7.1µM*
10	Cc1ccc(NC(=O)CNCc2cccs2)c(Br)c1	i	5.3%	-9%	31%[activator]	4%	23%	8%	?	4%
11	CC(=O)N1CCc2cc(S(=O)(=O)CCC(=O)N3CCN(c4ccccn4)CC3)ccc21	i	-0.3%	2%	6%	10%	7%	3%	-6%	-1%
12	CCOCCCNC(=O)c1ccccc1OC1CCN(S(C)(=O)=O)CC1	i	1.2%	9%	7%	8%	21%	2%	0%	1%
13	CC(C)CN(C1CCS(=O)(=O)C1)S(=O)(=O)c1ccc(C(C)C)cc1 (stereo not drawn)	i	0.0%	-5%	-14%	-8%	1%	-1%	-2%	3%
14	COc1ccc(C)cc1NC(=O)CN(C)S(=O)(=O)c1cnc[nH]1	i	0.9%	-5%	4%	-18%	10%	6%	23µM*	-13%
15	C#Cc1cccc(NC(=O)CSc2nnc(-c3ccc(C(F)(F)F)cn3)o2)c1	i	4.1%	-6%	nt	-18%	2%	-10%	16%	-3%
16	COC(=O)CCn1cnc2onc(-c3cc(F)cc(F)c3)c2c1=O	i	-0.6%	nt	3%	-1%	-7%	-1%	nt	-28%

(continued)
cpd	Compound	ATXN viability	Nrf2 ARE act	EPAC2 antag	ATXN2 expr inh	HepG2 tox	Nrf2 inh	A549 viability	MCF10A rereplic	TGFb inhibitor
17	CCN1CCCC1CNC(=O)Cn1ncc2c(=O)oc3ccc(C)cc3c21 (stereo not drawn)	i	0.0%	-1%	7%	-14%	2%	14%	3%	-8%
18	COc1ccc(C(F)(F)F)cc1N/C=C/c1nnnn1-c1ccc2ccccc2c1	i	-0.4%	4%	-13%	0%	-6%	10%	10%	25%
19	COc1ccc(CNC(=O)c2ccc(Br)o2)cc1	i	0.2%	7%	10%	1%	2%	2%	?	-15%
20	O=S(=O)(c1cc(C(F)(F)F)ccc1Cl)N1CCN(c2ncnc3ccccc23)CC1	?	-0.4%	-27%	?	-1%	18µM*	-13%	?	-30%
21	CN(C)CCNC(=O)c1cccc(-c2cccc3nncn23)c1	i	0.0%[9.22 µM]	-5%	5%	-23%	nt	nt	nt	-9%
22	O=C(Nc1cccc(O)c1)c1noc2c1CCc1ccccc1-2	?	-0.9%&0.3%	0%	-28%&5%	-81%&-45%	?	?	-1%	?
23	CC(C)(C)N(Cc1nc(-c2ccccc2)no1)C(=O)c1ccc2c(c1)OCO2	i	0.1%	-24%	13%	-47%	?	1%	?	-2%
24	O=C(O)C1C2C=CC(C2)C1C(=O)N1CCc2ccccc21 (stereo not drawn)	i	-0.5%	-4%	?	0%	-6%	0%	1%	-4%

Later entries:
cpd	Compound	ATXN viability	Nrf2 ARE act	EPAC2 antag	ATXN2 expr inh	HepG2 tox	Nrf2 inh	A549 viability	MCF10A rereplic	TGFb inhibitor
25	CCOCCc1nnc(NC(=O)CSc2ccccc2)s1	i	-0.4%	6%	4%	-10%	-20%	1%	-2%	-3%
26	COC(=O)CCCC(=O)N1CCCC(CNS(=O)(=O)c2ccc(OC)cc2)C1 (stereo not drawn)	i	-0.1%	0%	3%	-3%	5%	1%	?	-17%
27	Cc1cccc(C)c1Cn1c(C)c(C(=O)NCc2ccc(C#N)cc2)sc1=O	i	3.2%	5%	-11%	-12%	nt	nt	nt	?
28	Clc1ccc(CSc2nncn3c2cc2occc23)cc1	nt	4.2%	nt	nt	-25%	-26%	4%	nt	-21%
29	COCCNC(=O)C(OC(=O)c1ccco1)c1ccccc1F (stereo not drawn)	i	2.0%	7%	-2%	3%	-5%	2%	-2%	-7%
30	C#CCN(C(=O)c1ccc(OC)c(OC2CCN(C(C)C)CC2)c1)C1CCCCC1	i	0.0%	-3%	-9%	3%	0%	-12%	9%	-11%
31	O=C(NCCc1ccccc1)C(=O)NCC1(c2ccccc2)CCCC1	nt	-0.4%	6%	nt	-18%	-3%	-6%	-5%	-4%
32	O=C(CSc1nc2[nH]ncc2c(=O)n1-c1ccccc1Cl)N1CCCC1	?	-0.6%	6%	2%	-16%	-15%	14%	?	-18%

(cont.)
cpd	Compound	ATXN viability	Nrf2 ARE act	EPAC2 antag	ATXN2 expr inh	HepG2 tox	Nrf2 inh	A549 viability	MCF10A rereplic	TGFb inhibitor
33	CC(C)CSc1nc2ccccc2n1CC(N)=O	i	-0.4%	-1%	-3%	-4%	-2%	-6%[1.84 µM]	-9%	3%
34	Cc1ccc(Oc2ncc(CN3CC(C)OC(C)C3)s2)cc1 (stereo not drawn)	i	-0.7%	-1%	2%	-20%	-2%	-5%	1%	0%
35	CC(C)OC(=O)CN1C(=O)S/C(=C/c2ccc(N3CCCCC3)o2)C1=O	i	15%	37%[activator]	-3%	-60%	-7%	-9%	26%	68%[activator]
36	O=C(COc1ccccc1)NCC(=O)N/N=C/c1ccco1	i	3.2%	-2%	-5%	-11%	-4%	2%	13%	5%
37	CCC(CC)C1C(C#N)=C(N)Oc2n[nH]c(C)c21 (stereo not drawn)	i	?	8%	-19%	-60%	-17%	-1%	?	9%
38	Cc1ccc(S(=O)(=O)NCCNc2ccc([N+](=O)[O-])cc2)cc1	i	0.0%	-11%	-23%	-14%	-30%	-14%	-1%	-22%
39	COc1cccc(C(NC(C)=O)c2nc(/C=C/c3ccccc3)cs2)c1 (stereo not drawn)	i	3.1%	-16%	5%	-56%	nt	nt	nt	-20%
40	COc1ccc(-c2nc(SCCOc3ccccc3Cl)n3[nH]c(=O)cc3n2)cc1	i	8.3%	nt	-7%	-21%	?	2%	nt	?

More structures follow:
cpd	Compound	ATXN viability	Nrf2 ARE act	EPAC2 antag	ATXN2 expr inh	HepG2 tox	Nrf2 inh	A549 viability	MCF10A rereplic	TGFb inhibitor
41	CCOc1ccc(CCNC(=O)C2CCN(C(=O)N3CC(CC)Oc4ccccc43)CC2)cc1 (stereo not drawn)	nt	-0.9%	nt	nt	4%	?	-14%	nt	0%
42	COc1ccc(S(=O)(=O)N2CCC(C(=O)N[C@@H](C)C(=O)N3CCCC3)CC2)cc1	i	-0.8%	13%	nt	6%	nt	nt	nt	12%
43	CC1=C(C(=O)N2CCCCCC2)CC(CC(=O)NC2CCCC2)C(=O)N1Cc1ccccc1 (stereo not drawn)	i	0.0%	5%	4%	14%	nt	nt	nt	-1%
44	CC1C(=O)N(Cc2cn(Cc3ccco3)nn2)CCS(=O)(=O)N1Cc1ccc(-c2ccc(F)cc2Cl)cc1 (stereo not drawn)	?	6.4%	2%	?	-10%	nt	nt	nt	?
45	COc1ccccc1CNC(=O)c1cc2cccc3c2n1CCS3	nt	5.9%	nt	nt	-31%	?	-4%	nt	34%[activator]
46	O=C(CSc1nc2ccccc2o1)NCC(=O)c1ccccc1	i	6.9%	19%	-16%	1%	nt	22%	13%	8%
47	COc1ccc(NS(=O)(=O)c2ccc3nc(COc4ccc(C#N)cc4)[nH]c3c2)cc1	i	2.7%	-2%	-2%	-14%	-1%	0%	71%	0%
48	Cc1ccc(S(=O)(=O)N2[C@@H](c3cccc(Cl)c3)C(C(=O)OC(C)(C)C)=CC[C@H]2c2ccc(C(C)C)cc2)cc1	i	0.3%	-3%	5%	4%	nt	nt	nt	0%

Remaining list, next part
cpd	Compound	ATXN viability	Nrf2 ARE act	EPAC2 antag	ATXN2 expr inh	HepG2 tox	Nrf2 inh	A549 viability	MCF10A rereplic	TGFb inhibitor
49	CCOC(=O)C1CCN(C2CC(=O)N(c3ccc(OCC)cc3)C2=O)CC1 (stereo not drawn)	i	0.1%	7%	-1%	3%	4%	2%	-3%	-3%
50	COc1ccccc1C(=O)NC(=S)Nc1cccnc1Cl	i	-1.3%	12%	-46%	-21%	?	10%	17%	0%
51	COc1ccccc1C(=O)NCCn1ccc2ccccc21	?	-0.5%	-6%	12%	-2%	nt	-19%	11%	?
52	Cc1ccc(C)c(Cn2nnc(C(=O)NCc3ccc(Cl)cc3Cl)c2N)c1	i	-1.3%	nt	-6%	-23%	4%	-3%	nt	-12%
53	O=C1c2ccccc2NC(c2ccccc2)N1c1ccc(O)cc1 (stereo not drawn)	i	-0.9%	2%	4%	-2%	-13%	2%	-1%	0%
54	O=C(c1cc(-c2cccs2)nc2ccccc12)N1CCN(c2ccccc2)CC1	i	0.1%	9%	-12%	-29%	-7%	-3%	?	0%
55	O=C(/C=C/c1ccc([N+](=O)[O-])cc1)NCCSc1ccccc1	?	0.5%	-5%	-8%	-10%	?	-4%	25%	13%

Screening results deposited in PubChem by National Center for Advancing Translational Sciences (NCATS).
